Source: PubChem BioAssay
ER stress rescue = rescue of cells from ER stress-induced death, primary screen, 384-well, CSM14.1, thapsigargin, ATP luminescence (AID 1222). CSM14.1 thapsigargin-induced death rescue, ATP luminescence; higher % means a stronger effect. cellular ATP content (survival), % at 20 µM, or EC50 in µM where a hit was titrated. 190,000 tested, under 10 active;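 active = EC50 below 50 µM in the dose-response confirmation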;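 note: death triggered by thapsigargin at about 15 µM added after 2 h compound pretreatment; cell ATP read after overnight thapsigargin exposure of roughly 18 to 22 hours; normalized against plate controls of thapsigargin alone and 5% DMSO vehicle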
Myeloid diff 2 = promotes myeloid progenitor differentiation | AID 624256 | ER-HoxA9 myeloid progenitors, lysozyme-GFP differentiation, flow cytometry | hit rate 1% among 360,000 | calls only at 10 µM;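 active = normalized GFP-positive differentiation at or above the plate's own cutoff, the solvent-only control mean plus 3 SD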;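 note: cells exposed to compound for four days before flow analysis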
LYP phosphatase = PTPN22 lymphoid phosphatase activity blockers – biochemical, fluorescence intensity, uHTS (AID 1779). recombinant LYP phosphatase, fluorescence intensity; higher % means a stronger effect. inhibition, % at 11.5 µM; hits with a dose series show IC50 in µM. hit rate 0.054% among 290,000;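 note: plate controls were vehicle with enzyme for no effect and no enzyme for full effect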
PMI inhibitors = MPI enzyme activity inhibition – biochemical, fluorescence intensity, coupled assay, primary screen (AID 1209); purified PMI enzyme, coupled fluorescence intensity; higher % means a stronger effect; inhibition, % at 20 µM; hits with a dose series show IC50 in µM; hit rate 0.42% among 190,000;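 note: plate controls were DMSO vehicle for no effect and wells lacking substrate for full effect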
human PMI inhibitors = MPI inhibition at elevated mannose 6-phosphate – biochemical, fluorescence intensity, high mannose 6-phosphate, primary screen (AID 1220); recombinant PMI enzyme, coupled fluorescence intensity; higher % means a stronger effect; inhibition, % at 20 µM; hits with a dose series show IC50 in µM; hit rate 0.66% among 190,000
M17LAP inhibition = P. falciparum M17LAP inhibitors, primary screen, biochemical, fluorogenic H-Leu-NHMec substrate, 1536-well (AID 1619) | recombinant M17LAP, H-Leu-NHMec fluorogenic kinetic assay; higher % means a stronger effect | inhibition, % at 30 µM, or IC50 in µM where a hit was titrated | hit rate 0.38% among 220,000;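 active = compound inhibiting the enzyme by more than half at any dose during confirmatory dose-response retesting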;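 note: plate controls were full reaction with DMSO carrier for no effect and no enzyme background for full effect; strong numbers were not always called active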
M1AAP inhibition = P. falciparum M1AAP inhibitors, biochemical, fluorogenic H-Leu-NHMec substrate, 1536-well (AID 1445). recombinant M1AAP, H-Leu-NHMec fluorogenic kinetic assay; higher % means a stronger effect. inhibition, % at 30 µM; hits with a dose series show IC50 in µM. hit rate 0.42% among 220,000;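 active = primary inhibition above the hit cutoff, then over 50% inhibition at one or more dose response concentrations, cut at about 23% in these data, passing the limit was not always enough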;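 note: plate controls were DMSO full reaction for no effect and no enzyme background for full effect; strong numbers were not always called active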
TNAP activation fold = human TNAP enzyme activators, primary screen, biochemical, luminescent, no phosphate acceptor, uHTS (AID 1001); purified TNAP, luminescent activation assay, no phosphate acceptor; higher activation fold means a stronger effect; one-dose activation fold at 20 µM; EC50 in µM for titrated hits; hit rate 0.03% among 200,000; in the data active = activation fold from about 3, or a potency from the dose series; inactive = the rest, 99 in 100 with activation fold below about 1.6; note: many of its hits are not listed in these tables
XIAP displacement = small molecules displacing peptide from XIAP – biochemical, IAP family, fluorescence polarization (AID 1018) | XIAP BIR domain, fluorescence polarization peptide displacement; higher % means a stronger effect | one-dose displacement, % at 20 µM; IC50 in µM for titrated hits | hit rate 0.007% among 200,000; in the data active = displacement above about 50%; note: a part of the inactive calls stands beside numbers as strong as those of hits
Myeloid diff 2 GFP+ MAC1+ % = also measured in Myeloid diff 2; calls as there; GFP+ MAC1+ double positive, %; measured here: differentiation confirmed by MAC1 staining
An asterisk follows results filed as active; i = inactive; . = not tested or not shown. Cut-off read from the data, not from the text of the source, unless noted: active = inhibition above about 50%; inactive = the rest.

Each structure is followed by: XIAP displacement	M1AAP inhibition	Myeloid diff 2 GFP+ MAC1+ %	human PMI inhibitors	TNAP activation fold	M17LAP inhibition	Myeloid diff 2	ER stress rescue	PMI inhibitors	LYP phosphatase
1	Cc1ccnc(N2C(=O)c3ccccc3C2Nc2ccccc2Cl)c1 (stereo not drawn)
→ -5.2%	9%	2.1	3%	1.1	-22%	i	-1.3%	6%	-3%
2	CC(=O)C1=C(O)C(=O)N(c2ccc(S(=O)(=O)Nc3nccs3)cc2)C1c1ccc([N+](=O)[O-])cc1 (stereo not drawn)
→ -1.8%	13%	0.3	-31%	1	10%	i	-1.3%	-31%	-2%
3	COc1ccccc1OCCSc1nc2ccccc2n1CCO
→ -7.1%	10%	0.1	-8%	1.1	6%	i	0.1%	-4%	0%
4	C[C@@H]1CC=C[C@H]2[C@H]1C(=O)N(Cc1ccccc1)[C@H]2c1ccc(-c2cc3ccccc3s2)cc1F
→ .	2%	2.8	.	.	0%	i	.	.	-2%
5	COC(=O)c1c(C)nc(C)c(C(=O)OC)c1-c1ccsc1
→ .	-3%	0.4	.	.	-6%	i	.	.	-12%
6	COCCNC(=O)c1sc2ncn(CC(=O)N3CCCCC3)c(=O)c2c1C
→ -1.6%	2%	1.7	2%	1	-3%	i	.	0%	2%
7	CC(=O)C(C)Oc1ccc2c3c(c(=O)oc2c1)CCCC3 (stereo not drawn)
→ -3.4%	2%	0.2	6%	1.1	-19%	i	-1.4%	0%	-13%
8	COc1cccc(N2CCN(c3ccc(N4C(=O)CCC4=O)cc3[N+](=O)[O-])CC2)c1
→ -7.3%	8%	0.4	23%	1	3%	i	-1.2%	1%	-5%
9	COc1cccc(/C=N/n2cnc3ccccc32)c1OC
→ -2.0%	1%	0.4	-6%	1	0%	i	-3.0%	-6%	1%
10	Cc1ccc(NC(=O)C2=C(O)c3sccc3N(C)S2(=O)=O)cc1
→ -6.1%	8%	0.8	3%	1.1	38%	i	-2.8%	2%	-3%
11	O=C(NCC(=O)N(CC1CCCO1)C(C(=O)NC1CCCCC1)c1ccccc1)c1ccco1 (stereo not drawn)
→ 12%	8%	0.3	-10%	1	23%	i	-0.9%	-7%	-5%
12	Cc1cccc(NC(=O)c2c(C)cc(=O)oc2C)n1
→ -6.4%	5%	6.7	6%	1.1	-5%	i	3.1%	9%	-5%
13	CC(=O)Nc1ccc(/C(C)=N/Nc2nc(N3CCOCC3)nc(N3CCOCC3)n2)cc1
→ -5.4%	0%	0.5	10%	1.1	10%	i	0.0%	2%	5%
14	COc1ccccc1NC(=O)C/C(C)=N/NC(=O)C12CC3CC(CC(C3)C1)C2
→ -5.6%	7%	0.1	-1%	1.1	-1%	i	-1.2%	-6%	1%
15	CCOCCCNC(=S)Nc1ccc(Br)cc1Cl
→ .	-1%	0.4	.	.	-4%	i	.	.	0%

Reformatted with one line to a screen: entries from further up.
#8 COc1cccc(N2CCN(c3ccc(N4C(=O)CCC4=O)cc3[N+](=O)[O-])CC2)c1
#9 COc1cccc(/C=N/n2cnc3ccccc32)c1OC
#10 Cc1ccc(NC(=O)C2=C(O)c3sccc3N(C)S2(=O)=O)cc1
assay / entry	8	9	10
XIAP displacement	-7.3%	-2.0%	-6.1%
M1AAP inhibition	8%	1%	8%
Myeloid diff 2 GFP+ MAC1+ %	0.4	0.4	0.8
human PMI inhibitors	23%	-6%	3%
TNAP activation fold	1	1	1.1
M17LAP inhibition	3%	0%	38%
Myeloid diff 2	i	i	i
ER stress rescue	-1.2%	-3.0%	-2.8%
PMI inhibitors	1%	-6%	2%
LYP phosphatase	-5%	1%	-3%

New compounds follow:
Each structure is followed by: XIAP displacement	M1AAP inhibition	Myeloid diff 2 GFP+ MAC1+ %	human PMI inhibitors	TNAP activation fold	M17LAP inhibition	Myeloid diff 2	ER stress rescue	PMI inhibitors	LYP phosphatase
16	Cc1cc(=O)oc2cc(OCc3ccc(C(=O)OCC(=O)Nc4ccc(N(C)C)cc4)cc3)ccc12
→ -3.3%	-2%	0.1	0%	1.1	1%	i	2.9%	-1%	-10%
17	CCC1=NN(C(=O)CCc2ccc3c(c2)OCO3)C(O)(C(F)(F)F)C1 (stereo not drawn)
→ -5.7%	-1%	0.0	11%	1.1	2%	i	-0.8%	17%	-4%
18	O=C(CSc1ccc(-c2ccco2)nn1)NCc1ccc(Cl)cc1
→ 4.4%	1%	0.3	0%	0.9	5%	i	-1.9%	6%	-1%
19	O=S(=O)(Nc1cccnc1)c1ccc2c(c1)OCCO2
→ -4.4%	7%	0.7	4%	1	-5%	i	-3.0%	5%	1%
20	COC(=O)c1ccc(-c2noc(CN(C)CCC3CCCCO3)n2)cc1 (stereo not drawn)
→ -3.7%	0%	0.0	4%	1	2%	i	-1.2%	-5%	-6%
21	COc1ccc(C(=O)Nc2cc(=O)n(C)c(=O)n2C)cc1
→ -5.9%	4%	0.7	-4%	1	13%	i	0.8%	-12%	-3%
22	O=C(NCCN1CCCC1)c1ccc(Cl)cc1
→ -3.0%	1%	0.2	7%	1.1	9%	i	0.1%	5%	-8%
23	COc1ccc(C(O)C(CN2CCOCC2)c2ccccc2)cc1F (stereo not drawn)
→ -1.9%	-4%	1.1	-4%	1.1	7%	i	.	1%	-5%
24	CCOC(=O)CSc1nc2cc3c(cc2cc1C)OCO3
→ -0.2%	3%	0.1	6%	1.1	10%	i	-0.9%	10%	2%
25	COc1cc(SC)ccc1C(=O)Nc1ncc(C)s1
→ 1.3%	8%	0.5	12%	1.1	16%	i	-4.4%	8%	-4%
26	C/C=C(\C)CN1CCN(c2ccccc2F)CC1
→ -3.9%	-2%	0.7	3%	1.1	4%	i	-1.6%	8%	-11%
27	CCCCC1=CC2=C(c3ccco3)C(=O)C(C)(OC(=O)c3ccc(OC)cc3)C(=O)C2=CN1CC(C)C (stereo not drawn)
→ .	14%	2.9	.	.	11%	i	.	.	-6%
28	COCCNC(=O)C(C)OC(=O)c1nsc(Cl)c1Cl (stereo not drawn)
→ -5.2%	6%	0.7	3%	1	14%	i	0.1%	0%	-13%
29	CN(/N=C/c1cc(Cl)cc(Cl)c1O)c1c(Cl)cccc1[N+](=O)[O-]
→ .	9%	0.8	.	.	-3%	i	.	.	-4%
30	S=C(Nc1ccccc1)N1CCn2c1nc1ccccc12
→ -9.2%	-2%	0.9	13%	1.1	-19%	i	-0.2%	14%	4%
31	COc1ccc(/C=N/NC(=O)c2ccn[nH]2)cc1CN1CCOCC1
→ .	6%	1.5	.	.	21%	i	.	.	3%
32	COc1cccc(CNC(=O)C2=C(C)C(=O)OC23CCC(C)CC3)c1 (stereo not drawn)
→ -0.6%	3%	0.5	32%	1	-3%	i	-1.4%	-2%	1%
33	C=CCn1c(CNc2ccc(C)cc2)nnc1SCC(=O)N/N=C/c1ccc(O)cc1
→ -6.6%	14%	0.8	9%	1	2%	i	-2.9%	9%	5%
34	Cc1cc(N2CCOCC2)nc2ccc(NC(=O)C3CCC(C)CC3)cc12 (stereo not drawn)
→ -4.8%	0%	0.0	1%	1	-20%	i	0.3%	-6%	-7%
35	CCOC(=O)c1cc(C#N)c(SC)nc1C
→ .	7%	0.4	.	.	-10%	i	.	.	-10%
36	CC(=O)c1c(N2CCN(c3ccc(F)cc3)CC2)nc(=S)n(Cc2ccccc2)c1C
→ -2.0%	14%	0.9	1%	1	18%	i	-2.0%	-9%	-2%
37	Nc1ncc(Br)cc1Br
→ -2.6%	7%	0.2	-15%	1.1	5%	i	-2.3%	-2%	8%
38	Cc1cc(C)n(-c2nc3ccccc3nc2Nc2ccc3[nH]c(=O)[nH]c3c2)n1
→ -1.1%	-5%	5.7	8%	1	4%	i	-2.3%	10%	-5%
39	COc1ccccc1C(=O)COC(=O)c1ccccc1OCC(=O)Nc1ccc(SC(F)F)cc1
→ -2.3%	1%	0.5	22%	1.1	8%	i	-1.6%	3%	1%
40	CC(C)(C)c1ccc(CNc2cc(N3CCOCC3)ccc2[N+](=O)[O-])cc1
→ -12%	8%	0.5	32%	1	-11%	i	-1.0%	27%	8%
41	OC1CCN(c2ncnc3nc[nH]c23)CC1
→ -0.1%	9%	2.7	3%	1	3%	i	.	6%	-6%
42	COc1ccc(/C=N/OC(=O)Nc2ccccc2OC)cc1
→ -4.6%	0%	0.6	4%	1.1	-2%	i	5.0%	5%	0%
43	CCOC(=O)CSc1nnc(NCC(=O)OC)c(=O)[nH]1
→ -1.3%	2%	1.6	-3%	1.2	5%	i	0.1%	1%	-2%
44	CC1CCCN(c2cc(N(C)CCO)c([N+](=O)[O-])c3nonc23)C1 (stereo not drawn)
→ -5.5%	10%	0.6	18%	0.8	28%	i	-1.9%	2%	4%
45	Cc1ccc(CN2C(=O)CCC2C(=O)NCCCN2CCCC(C)C2)cc1 (stereo not drawn)
→ -1.5%	0%	1.2	9%	1.1	9%	i	.	9%	1%
46	Cc1cc(Nc2cccc(C)c2C)n2ncnc2n1
→ -2.5%	-1%	1.4	4%	1.1	0%	i	-2.8%	-3%	-3%
47	COc1ccccc1NC(=O)c1cc(Sc2nncn2C)nc2ccccc12
→ -3.4%	-3%	1.1	11%	1	11%	i	1.7%	17%	0%
48	O=S(=O)(/C=C/c1ccccc1)Nc1ccc(N2CCOCC2)cc1
→ -5.4%	16%	1.2	3%	1.2	5%	i	1.2%	15%	-5%
49	COc1cccc(/C=N\NC(=O)c2cc(OCC(F)(F)F)ccc2OCC(F)(F)F)c1
→ -6.0%	8%	0.5	14%	1.1	5%	i	5.1%	12%	1%
50	Cc1cccc(-n2c(O)c(/C=N/NC(=O)c3ccccc3Cl)c3ccccc3c2=O)n1
→ 1.6%	-10%	1.0	-32%	1.3	10%	i	-3.5%	-15%	-3%
51	C=C(C)C1CC=C(C)/C(=N/NC(=O)COc2ccc(C)cc2)C1 (stereo not drawn)
→ 0.4%	3%	0.6	-2%	1	0%	i	-4.2%	4%	-7%
52	CC1CCCC(C)N1CC(O)COCC1COc2ccccc2O1 (stereo not drawn)
→ -4.5%	3%	0.5	3%	1	6%	i	-1.3%	-10%	-12%
53	CC(C)(C)c1ccc(O)c(N)c1
→ -3.3%	12%	.	2%	0.8	12%	.	-1.5%	-5%	-7%
54	CCCCCC(=O)NC(=S)NNC(=O)c1ccc([N+](=O)[O-])cc1
→ 22%	-10%	0.4	-9%	2	5%	i	-1.0%	4%	-5%
55	CCOC(=O)Cn1nc(/C=C/c2ccc(C(C)C)cc2)ccc1=O
→ 0.5%	7%	0.9	7%	1.1	9%	i	1.9%	11%	3%
